Screens deposited in PubChem BioAssay by several laboratories.
PvdQ inh: blocks Pseudomonas aeruginosa PvdQ acylase activity; purified PvdQ acylase, fluorescence plate reader; inhibition, % at 10 µM; 340,000 compounds, 0.063% hits; AID 488965; in the data active = inhibition above about 30%, passing the limit was not always enough;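 note: 0% = vehicle neutral wells and 100% = reference inhibitor wells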
HTR5A ag: activates human HTR5A in OPRM1-OPRD1 agonist counter-screen; HTR5A agonist assay, luminescence, cell-based; activation, % at 9.3 µM; 340,000 compounds, 0.61% hits; AID 504692; in the data active = activation mostly above about 9.5%, no sharp cut-off; inactive = mostly below about 7.6%;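 note: 0% = cells with vehicle only and 100% = reference agonist; strong numbers were not always called active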
Target sequence (P47898 whole entry, looked up): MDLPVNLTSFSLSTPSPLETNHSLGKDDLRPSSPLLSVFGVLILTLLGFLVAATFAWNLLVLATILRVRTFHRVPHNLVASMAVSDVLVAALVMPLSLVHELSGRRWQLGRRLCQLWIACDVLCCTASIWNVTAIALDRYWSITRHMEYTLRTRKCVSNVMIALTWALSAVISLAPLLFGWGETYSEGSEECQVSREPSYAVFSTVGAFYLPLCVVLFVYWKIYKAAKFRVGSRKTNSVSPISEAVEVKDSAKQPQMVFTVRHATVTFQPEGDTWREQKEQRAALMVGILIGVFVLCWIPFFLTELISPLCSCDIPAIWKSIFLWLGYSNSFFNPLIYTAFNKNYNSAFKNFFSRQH
HTR5A inv ag: counter-screen for OPRM1-OPRD1 inverse agonists: human HTR5A inverse agonism. P47898. HTR5A cell line, luminescence. inhibition, % at 9.3 µM. 340,000 compounds, 0.083% hits. AID 504634; in the data active = inhibition mostly above about 23%, no sharp cut-off; inactive = mostly below about 18%;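 note: 0% = cells with DMSO and 100% = no-cell wells with DMSO; some compounds called inactive have numbers as strong as hits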
NSD2 inh: inhibitors of human histone methyltransferase NSD2. inhibition, % at 12.5 µM. 310,000 compounds, 0.54% hits. O96028. AID 743445. NSD2 peptide methylation, AlphaScreen, 120 min; in the data active = inhibition above about 50%
CDK5 p35 inh: blocks human CDK5/p35 kinase activity. Q00535+Q15078. Recombinant CDK5/p35, ADP-Glo luminescence, 60 min. inhibition, % at 10 µM. 330,000 compounds, 0.01% hits;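 active = highest replicate inhibition of at least 50% and at least 75% of replicates reaching 50%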;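 note: plate controls were DMSO neutral control for no effect and GW8510 at 10 µM for full effect; many of its hits are not listed in these tables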
Target sequence (Q00535 whole entry, looked up): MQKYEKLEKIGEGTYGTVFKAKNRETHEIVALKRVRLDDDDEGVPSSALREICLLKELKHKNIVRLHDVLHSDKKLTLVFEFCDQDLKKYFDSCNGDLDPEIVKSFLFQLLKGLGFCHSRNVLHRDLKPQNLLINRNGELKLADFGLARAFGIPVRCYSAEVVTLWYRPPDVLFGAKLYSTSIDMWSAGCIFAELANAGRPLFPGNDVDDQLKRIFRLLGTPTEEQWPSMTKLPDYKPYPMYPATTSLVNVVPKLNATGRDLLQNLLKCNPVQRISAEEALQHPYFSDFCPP
Target sequence (Q15078 whole entry, looked up): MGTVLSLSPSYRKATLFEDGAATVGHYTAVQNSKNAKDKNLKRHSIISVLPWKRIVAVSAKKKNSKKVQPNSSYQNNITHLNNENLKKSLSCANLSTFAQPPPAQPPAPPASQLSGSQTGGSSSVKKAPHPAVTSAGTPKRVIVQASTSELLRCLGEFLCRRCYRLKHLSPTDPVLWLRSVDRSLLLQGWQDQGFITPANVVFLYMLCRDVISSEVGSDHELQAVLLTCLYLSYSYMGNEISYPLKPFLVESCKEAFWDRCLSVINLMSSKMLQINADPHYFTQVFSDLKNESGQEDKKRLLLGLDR
MITF TRPM1 HTS: MITF TRPM1 promoter activation in melanoma cells; SK-MEL-5 TRPM1-promoter luciferase, 24 h; % of positive control, neutral wells = 0; activation, % at 12.5 µM; 300,000 compounds, 0.75% hits;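 active = mean activation of at least 80% with every replicate also reaching 80%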;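 note: 0% = neutral control wells and 100% = parthenolide positive control wells; values of inactives mirror those of a sister screen read the other way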
V-ATPase pHluor: regulators of yeast V-ATPase proton transport; response, % at 10 µM; 350,000 compounds, 0.37% hits; AID 504577; S. cerevisiae, pHLuorin cytosolic pH fluorescence; in the data active = response mostly above about 7.3%, no sharp cut-off; inactive = mostly below about 5.4%; note: actives read high; inactives centre near 0; some compounds called inactive have numbers as strong as hits; reference of the scale not given here
SR-BI HDL uptake: blocks mouse SR-BI lipid uptake from DiI-HDL; ldlA[mSR-BI] CHO cells, DiI-HDL uptake fluorescence, 3 h; inhibition, % at 12.5 µM; 320,000 compounds, 0.96% hits; Q61009;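 active = mean replicate inhibition of at least 70% and a set share of replicates each scoring 70 or more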;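 note: 0% = median of neutral control wells and 100% = median of positive control wells; values of inactives mirror those of a sister screen read the other way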
Wnt act: Wnt/beta-catenin pathway activation. 300,000 compounds, 1.2% hits. activation, % at 9.35 µM. Wnt/beta-catenin reporter cell assay, activator, plate reader; in the data active = activation above about 30%, passing the limit was not always enough;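 note: 0% = neutral control wells and 100% = positive control wells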
dFosB activator: activators of mouse delta FosB homodimer; P13346; purified delta FosB, TAMRA-CDK5 oligo fluorescence polarization; percent of positive-control signal above neutral wells; activation, % at 25 µM; 340,000 compounds, 0.99% hits;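 active = mean activation above about 17%, with every replicate also reaching it, limit read from the data, passing the limit was not always enough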;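 note: fluorescence polarization rise as delta FosB binds a TAMRA Cdk5 AP-1 oligo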
* marks the source's active call; other numbers are inactive results. Compounds as they come; any-hit rate near 5%.

How did NCC12CC3CC(CC(O)(C3)C1)C2 do in these assays?
PvdQ inh: -2; HTR5A ag: 3; HTR5A inv ag: -8; NSD2 inh: 0; CDK5 p35 inh: 0.5; MITF TRPM1 HTS: -3; V-ATPase pHluor: 4; SR-BI HDL uptake: -5; Wnt act: 0; dFosB activator: -10

What do the screens show for `O=C(NN=Cc1cc([N+](=O)[O-])ccc1O)c1cccc2ccccc12`?
PvdQ inh: -16; HTR5A ag: 2; HTR5A inv ag: -7; NSD2 inh: -2; CDK5 p35 inh: 2.3; MITF TRPM1 HTS: -54; V-ATPase pHluor: 0; SR-BI HDL uptake: 134*; Wnt act: 0; dFosB activator: 9

How did CCN1CCCC1CNCc1cc(OC)c(OC)c(OC)c1 (centres undefined) do in these assays?
PvdQ inh: -16; HTR5A ag: 7; HTR5A inv ag: -53; NSD2 inh: 3; CDK5 p35 inh: -0.3; MITF TRPM1 HTS: 3; V-ATPase pHluor: 1; SR-BI HDL uptake: -29; Wnt act: -3; dFosB activator: -7

What do the screens show for `COc1ccc(C2/C=C\CN(Cc3ccco3)CC(=O)N2Cc2ccc(F)cc2)cc1` (centres undefined)?
PvdQ inh: 2; HTR5A ag: 0; HTR5A inv ag: 3; CDK5 p35 inh: 1.0; MITF TRPM1 HTS: -4; V-ATPase pHluor: 4; SR-BI HDL uptake: 4; Wnt act: -1; dFosB activator: -1

Results for CN1C(=O)[C@@H]2[C@@H]3C[C@@H]([C@H]4ON=C(c5ccc(Cl)cc5Cl)[C@@H]34)[C@@H]2C1=O ?
PvdQ inh: 29; HTR5A ag: -3; HTR5A inv ag: 14; NSD2 inh: 1; CDK5 p35 inh: 1.5; MITF TRPM1 HTS: 5; V-ATPase pHluor: -6; SR-BI HDL uptake: -16; Wnt act: -1; dFosB activator: 1

Results for COc1ccc(Nc2cc(Cl)ccc2C(=O)O)cn1 ?
PvdQ inh: -15; HTR5A ag: -2; HTR5A inv ag: 8; NSD2 inh: 16; CDK5 p35 inh: -0.7; MITF TRPM1 HTS: -5; V-ATPase pHluor: -4; SR-BI HDL uptake: -18; Wnt act: -1; dFosB activator: -1

How did CN=Cc1c(NC)nc2c(C)cccn2c1=O do in these assays?
PvdQ inh: -10; HTR5A ag: 2; HTR5A inv ag: -4; CDK5 p35 inh: 0.1; MITF TRPM1 HTS: -9; V-ATPase pHluor: -3; SR-BI HDL uptake: -12; dFosB activator: -15

Results for S=C(Nc1ccc(Cl)cc1Cl)Nn1cnnc1 ?
PvdQ inh: -7; HTR5A ag: -3; HTR5A inv ag: 8; NSD2 inh: -2; CDK5 p35 inh: 1.1; MITF TRPM1 HTS: 1; V-ATPase pHluor: -1; SR-BI HDL uptake: 8; Wnt act: 3; dFosB activator: -3

How did O=C(Nc1cccc(Cl)c1Cl)c1ccccc1OCC(=O)N1CCOCC1 do in these assays?
PvdQ inh: -7; HTR5A ag: -1; HTR5A inv ag: 9; NSD2 inh: -1; CDK5 p35 inh: 0.1; MITF TRPM1 HTS: -21; V-ATPase pHluor: 11*; SR-BI HDL uptake: 17; Wnt act: 0; dFosB activator: -17

What do the screens show for `Cc1cccc2sc(NC(=O)c3ccc(Cl)s3)nc12`?
PvdQ inh: 0; HTR5A ag: 4; HTR5A inv ag: -12; CDK5 p35 inh: 0.2; MITF TRPM1 HTS: 21; V-ATPase pHluor: 4; SR-BI HDL uptake: 76*; Wnt act: -2; dFosB activator: 1

Results for CC(C)(C)c1ccc(C2C(C(=O)c3ccco3)=C(O)C(=O)N2CC2CCCO2)cc1 (centres undefined) ?
PvdQ inh: -12; HTR5A ag: 0; HTR5A inv ag: 0; NSD2 inh: 0; CDK5 p35 inh: -1.7; MITF TRPM1 HTS: 5; V-ATPase pHluor: 4; Wnt act: -1; dFosB activator: -8

Results for COC(=O)c1cc(OC)nc2ccc(Br)cc12 ?
PvdQ inh: -10; HTR5A ag: -1; HTR5A inv ag: -22; NSD2 inh: -1; CDK5 p35 inh: -0.5; V-ATPase pHluor: 2; SR-BI HDL uptake: 5; Wnt act: 2; dFosB activator: -5

Results for COc1c(Br)cc([N+](=O)[O-])c(OC)c1C(=O)NC(=O)Nc1nc(C)cc(C)n1 ?
PvdQ inh: -11; HTR5A ag: 2; HTR5A inv ag: -13; NSD2 inh: 26; CDK5 p35 inh: -0.3; V-ATPase pHluor: 0; SR-BI HDL uptake: 3; Wnt act: 0; dFosB activator: -1

How did Cc1ccc2c(c1)N(C(=O)c1ccco1)C(C)(C)c1ssc(=S)c1-2 do in these assays?
PvdQ inh: -13; HTR5A ag: 1; HTR5A inv ag: 2; NSD2 inh: 0; CDK5 p35 inh: 0.5; MITF TRPM1 HTS: -6; V-ATPase pHluor: -3; SR-BI HDL uptake: 94*; dFosB activator: -10

How did O=C(COC(=O)c1ccc(O)cc1O)Nc1ccc2c(c1)OCCO2 do in these assays?
PvdQ inh: -20; HTR5A ag: -7; HTR5A inv ag: 17; NSD2 inh: 0; CDK5 p35 inh: -0.1; MITF TRPM1 HTS: 92*; V-ATPase pHluor: 2; SR-BI HDL uptake: -5; Wnt act: -3; dFosB activator: 3

Reprinted at random: three entries already listed, in no set order.
What do the screens show for `COc1ccc(C2/C=C\CN(Cc3ccco3)CC(=O)N2Cc2ccc(F)cc2)cc1` (centres undefined)?
PvdQ inh: 2; HTR5A ag: 0; HTR5A inv ag: 3; CDK5 p35 inh: 1.0; MITF TRPM1 HTS: -4; V-ATPase pHluor: 4; SR-BI HDL uptake: 4; Wnt act: -1; dFosB activator: -1

How did Cc1ccc2c(c1)N(C(=O)c1ccco1)C(C)(C)c1ssc(=S)c1-2 do in these assays?
PvdQ inh: -13; HTR5A ag: 1; HTR5A inv ag: 2; NSD2 inh: 0; CDK5 p35 inh: 0.5; MITF TRPM1 HTS: -6; V-ATPase pHluor: -3; SR-BI HDL uptake: 94*; dFosB activator: -10

Results for COc1c(Br)cc([N+](=O)[O-])c(OC)c1C(=O)NC(=O)Nc1nc(C)cc(C)n1 ?
PvdQ inh: -11; HTR5A ag: 2; HTR5A inv ag: -13; NSD2 inh: 26; CDK5 p35 inh: -0.3; V-ATPase pHluor: 0; SR-BI HDL uptake: 3; Wnt act: 0; dFosB activator: -1

Later entries
Results for CC(OC(=O)COc1ccc(C#N)cc1)C(=O)c1ccccc1 (centres undefined) ?
PvdQ inh: 5; HTR5A ag: 1; HTR5A inv ag: -16; NSD2 inh: -1; CDK5 p35 inh: -0.5; MITF TRPM1 HTS: 4; V-ATPase pHluor: 2; SR-BI HDL uptake: -30; Wnt act: -1; dFosB activator: -7

What do the screens show for `COc1ccc(NC(=S)N(CCO)Cc2cc3c(C)cc(C)cc3[nH]c2=O)cc1`?
PvdQ inh: 1; HTR5A ag: -2; HTR5A inv ag: 8; NSD2 inh: -1; CDK5 p35 inh: 0.7; MITF TRPM1 HTS: 5; V-ATPase pHluor: 2; Wnt act: 0; dFosB activator: -5

Results for Cc1nc(-c2ccc([N+](=O)[O-])cc2)sc1C(=O)O ?
PvdQ inh: 8; HTR5A ag: 5; HTR5A inv ag: -15; NSD2 inh: -1; CDK5 p35 inh: 2.2; MITF TRPM1 HTS: 1; V-ATPase pHluor: -1; SR-BI HDL uptake: -25; Wnt act: 15; dFosB activator: -3

How did C1CNC(C23CC4CC(CC(C4)C2)C3)=N1 do in these assays?
PvdQ inh: -1; HTR5A ag: -5; HTR5A inv ag: 4; NSD2 inh: 8; CDK5 p35 inh: 1.2; MITF TRPM1 HTS: 1; V-ATPase pHluor: 3; Wnt act: -2; dFosB activator: 1

How did CCOC(=O)/C(=N/Nc1ccccc1)Sc1nnc(CCc2ccccc2)n1-c1ccccc1 do in these assays?
PvdQ inh: -6; HTR5A ag: 1; HTR5A inv ag: -3; NSD2 inh: 2; CDK5 p35 inh: -1.5; MITF TRPM1 HTS: 0; V-ATPase pHluor: -2; SR-BI HDL uptake: -22; Wnt act: -1; dFosB activator: -8

Results for O=[N+]([O-])c1ccccc1SN(Cc1ccccc1)c1ccccn1 ?
PvdQ inh: -14; HTR5A ag: -2; HTR5A inv ag: 5; NSD2 inh: 6; CDK5 p35 inh: -2.5; MITF TRPM1 HTS: 5; V-ATPase pHluor: 4; SR-BI HDL uptake: 6; Wnt act: 0; dFosB activator: 2

Results for COc1ccccc1-n1ccnc(SCC(=O)NC2CCCCC2)c1=O ?
PvdQ inh: -8; HTR5A ag: -3; HTR5A inv ag: 8; NSD2 inh: 12; CDK5 p35 inh: -0.5; MITF TRPM1 HTS: 7; V-ATPase pHluor: -1; SR-BI HDL uptake: 26; Wnt act: 13; dFosB activator: 4

What do the screens show for `COc1ccc(CN(C(=O)c2ccco2)c2ccccc2)cc1`?
PvdQ inh: -9; HTR5A ag: 3; HTR5A inv ag: -22; NSD2 inh: -1; CDK5 p35 inh: 2.6; MITF TRPM1 HTS: -2; V-ATPase pHluor: 1; SR-BI HDL uptake: -9; Wnt act: 0; dFosB activator: -4

How did COc1ccc(C(=O)COC(=O)C2CCC(=O)N2)cc1 (centres undefined) do in these assays?
PvdQ inh: 7; HTR5A ag: 5; HTR5A inv ag: -14; NSD2 inh: -1; CDK5 p35 inh: 6.5; MITF TRPM1 HTS: -3; V-ATPase pHluor: 5; SR-BI HDL uptake: -18; Wnt act: 5; dFosB activator: -3

How did COc1cc(OC)c2c(C)cc(=O)oc2c1C(CCN1CCN(c2ccccc2)CC1)c1ccc2c(c1)OCO2 (centres undefined) do in these assays?
PvdQ inh: 5; HTR5A ag: -10; HTR5A inv ag: 24; CDK5 p35 inh: -0.2; MITF TRPM1 HTS: 0; V-ATPase pHluor: -1; SR-BI HDL uptake: 9; Wnt act: -3; dFosB activator: -3

How did O/N=C/c1cccn1-c1ccc(O)cc1 do in these assays?
PvdQ inh: -5; HTR5A ag: 8; HTR5A inv ag: -19; NSD2 inh: 3; CDK5 p35 inh: 3.3; MITF TRPM1 HTS: 1; V-ATPase pHluor: 1; SR-BI HDL uptake: -24; dFosB activator: -5

How did Cc1cc2ncn(/N=C/c3cccnc3)c2cc1C do in these assays?
PvdQ inh: -15; HTR5A ag: 0; HTR5A inv ag: -3; NSD2 inh: 48; CDK5 p35 inh: -0.8; MITF TRPM1 HTS: 13; V-ATPase pHluor: 1; SR-BI HDL uptake: 14; Wnt act: -5; dFosB activator: -40

How did CCCCCCCCCCOC(=O)Cn1c(COc2ccccc2C)[n+](C)c2ccccc21 do in these assays?
PvdQ inh: -2; HTR5A ag: 13*; HTR5A inv ag: -48; CDK5 p35 inh: 2.2; V-ATPase pHluor: 6; SR-BI HDL uptake: -21; dFosB activator: 37*

Results for COc1cc(CCC(=O)NNC(=O)c2ccc(C)cc2)cc(OC)c1OC ?
PvdQ inh: 7; HTR5A ag: -3; HTR5A inv ag: 8; NSD2 inh: -2; CDK5 p35 inh: 0.4; MITF TRPM1 HTS: -14; V-ATPase pHluor: -4; SR-BI HDL uptake: 3; Wnt act: 2; dFosB activator: -7

Results for CCN1CCN(C(=S)c2ccc(OCC(=O)Nc3ccc(OC)cc3)cc2)CC1 ?
PvdQ inh: 8; HTR5A ag: -2; HTR5A inv ag: 1; NSD2 inh: -1; CDK5 p35 inh: 1.8; MITF TRPM1 HTS: -1; SR-BI HDL uptake: 27; dFosB activator: 2

Results for CC(=O)Nc1cccc(NC(=O)CSc2ccc(-c3cccnc3)nn2)c1 ?
PvdQ inh: -8; HTR5A ag: 6; HTR5A inv ag: -15; NSD2 inh: 1; CDK5 p35 inh: 0.7; MITF TRPM1 HTS: 15; V-ATPase pHluor: 2; SR-BI HDL uptake: -8; Wnt act: -1; dFosB activator: -2
